Bioassay records (PubChem)
POLI inh – blocks human DNA polymerase iota activity; Potency, µM (series often up to 115 µM), without a hit: at the highest dose activity, negative = inhibition, hits mostly inhibitors; Q9UNA4; Pol iota fluorescent replication assay, 10 min; actives 1% (n = 390,000)
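Fluorescent replication assay read twice, at 0 min and 10 min after adding 50 nM (final) substrate. Enzyme (10 nM) and compounds were first incubated 15 min at room temperature; enzyme-free buffer wells were negative controls.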
BLM helicase inh – inhibitors of human Bloom syndrome helicase BLM; P54132; recombinant BLM DNA unwinding, fluorescence dequenching; actives 0.2% (n = 350,000); AID 2528; Potency, µM (series often up to 56.1 µM), inactives show at the top dose activity change, negative = inhibition, usual class: inhibitors;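 further: plate controls were vehicle for no effect and no enzyme for full effect; nearly all actives have a fitted effect of over 35% in size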
G9a inh – inhibitors of human histone lysine methyltransferase G9a; actives 8.8% (n = 350,000); Q96KQ7; Potency, µM (series often up to 102 µM), inactives show at the highest dose activity, negative = inhibition, actives largely listed as inhibitors; G9a H3K9 monomethylation, AlphaScreen, 2 h; further: on the % scale 0 is the no-effect control and ±100 the full control effect; nearly all actives have a fitted effect of over 75% in size
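Enzyme 20 nM + cpd, 15 min RT; add b-H3K9 pep 500 nM / SAM 20 uM; 2 h RT; anti-H3K9me1 Ab 0.5 ug/mL + SA donor / anti-rabbit acceptor beads 20 ug/mL each, 10 min; AlphaScreen read.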
BAZ2B block – blocks human BAZ2B | actives 4.4% (n = 360,000) | Potency, µM (titrated, usually from 114 µM), inactives show top-dose activity change, negative = inhibition, hits mostly inhibitors | AID 504333 | AlphaScreen BAZ2B-H3K14Ac peptide displacement; further: on the % scale 0 is the no-effect control and ±100 the full control effect; nearly all actives have a fitted effect of over 60% in size
Target sequence (Q9UIF8 whole entry, looked up): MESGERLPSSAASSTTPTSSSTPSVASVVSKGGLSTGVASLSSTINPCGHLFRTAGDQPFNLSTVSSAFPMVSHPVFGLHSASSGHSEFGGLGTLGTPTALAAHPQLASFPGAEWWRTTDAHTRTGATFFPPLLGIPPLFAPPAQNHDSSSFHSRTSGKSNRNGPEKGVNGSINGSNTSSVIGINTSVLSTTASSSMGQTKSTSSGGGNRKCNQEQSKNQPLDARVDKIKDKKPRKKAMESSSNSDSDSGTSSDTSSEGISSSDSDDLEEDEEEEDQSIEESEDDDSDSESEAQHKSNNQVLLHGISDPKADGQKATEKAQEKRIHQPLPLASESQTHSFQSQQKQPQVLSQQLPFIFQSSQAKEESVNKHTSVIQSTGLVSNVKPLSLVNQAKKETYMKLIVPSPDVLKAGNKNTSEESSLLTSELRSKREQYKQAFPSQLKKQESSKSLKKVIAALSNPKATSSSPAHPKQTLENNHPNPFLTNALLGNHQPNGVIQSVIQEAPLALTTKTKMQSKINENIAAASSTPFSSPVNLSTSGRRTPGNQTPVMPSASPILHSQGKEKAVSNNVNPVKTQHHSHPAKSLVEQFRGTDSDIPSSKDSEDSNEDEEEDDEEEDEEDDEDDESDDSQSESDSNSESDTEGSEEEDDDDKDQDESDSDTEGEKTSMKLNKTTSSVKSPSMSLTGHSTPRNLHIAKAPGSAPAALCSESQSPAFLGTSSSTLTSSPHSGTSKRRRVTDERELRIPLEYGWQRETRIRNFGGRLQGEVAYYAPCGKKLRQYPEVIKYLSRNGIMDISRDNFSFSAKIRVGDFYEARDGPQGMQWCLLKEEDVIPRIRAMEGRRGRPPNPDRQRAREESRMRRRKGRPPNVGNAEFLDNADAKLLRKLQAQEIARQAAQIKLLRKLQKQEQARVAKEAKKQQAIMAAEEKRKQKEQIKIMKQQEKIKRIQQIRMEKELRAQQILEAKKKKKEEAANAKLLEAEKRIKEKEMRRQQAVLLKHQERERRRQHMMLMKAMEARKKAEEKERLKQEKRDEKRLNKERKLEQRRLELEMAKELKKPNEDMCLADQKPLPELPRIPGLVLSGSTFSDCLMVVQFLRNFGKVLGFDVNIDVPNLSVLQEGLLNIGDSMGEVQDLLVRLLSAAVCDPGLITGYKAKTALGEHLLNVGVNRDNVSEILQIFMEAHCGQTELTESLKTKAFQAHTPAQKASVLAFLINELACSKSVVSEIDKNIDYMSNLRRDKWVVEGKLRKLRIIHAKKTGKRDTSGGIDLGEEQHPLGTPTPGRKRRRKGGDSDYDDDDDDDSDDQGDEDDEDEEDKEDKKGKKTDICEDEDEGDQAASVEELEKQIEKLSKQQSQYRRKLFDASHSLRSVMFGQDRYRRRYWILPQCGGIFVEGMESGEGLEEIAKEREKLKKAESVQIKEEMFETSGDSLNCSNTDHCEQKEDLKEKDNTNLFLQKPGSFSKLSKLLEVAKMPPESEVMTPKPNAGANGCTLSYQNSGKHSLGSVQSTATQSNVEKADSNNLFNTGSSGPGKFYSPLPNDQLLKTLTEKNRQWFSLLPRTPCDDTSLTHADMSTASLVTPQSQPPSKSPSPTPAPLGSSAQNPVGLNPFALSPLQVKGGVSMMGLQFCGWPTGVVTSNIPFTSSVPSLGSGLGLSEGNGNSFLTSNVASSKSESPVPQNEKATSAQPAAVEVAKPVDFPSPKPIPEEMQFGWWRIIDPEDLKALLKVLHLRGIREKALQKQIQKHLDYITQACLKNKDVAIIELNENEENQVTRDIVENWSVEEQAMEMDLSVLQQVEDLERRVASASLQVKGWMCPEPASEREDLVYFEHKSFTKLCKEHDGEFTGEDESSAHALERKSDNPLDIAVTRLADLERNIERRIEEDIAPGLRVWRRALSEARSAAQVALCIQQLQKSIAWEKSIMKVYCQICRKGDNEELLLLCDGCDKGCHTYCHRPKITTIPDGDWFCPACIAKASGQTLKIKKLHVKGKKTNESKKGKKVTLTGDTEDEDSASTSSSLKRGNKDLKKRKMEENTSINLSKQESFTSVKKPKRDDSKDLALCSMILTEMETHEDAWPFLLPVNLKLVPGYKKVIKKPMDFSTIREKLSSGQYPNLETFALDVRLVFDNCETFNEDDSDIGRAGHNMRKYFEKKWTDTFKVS
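AlphaScreen displacement: compounds (up to 110uM) incubated 30 min at room temperature with a preformed 50 nM BAZ2B/50 nM biotinylated H3K14Ac peptide complex in PBS pH 7.4 with Tween-20. Donor and acceptor beads at 10 ug/mL final added, 20 min light-protected before reading.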
GLS inhibitor – blocks human kidney-isoform glutaminase activity; GLS enzymatic activity, qHTS titration; Potency, µM (top dose mostly 45.5 µM), without a hit: at the top dose activity change, negative = inhibition, hits mostly inhibitors; O94925; actives 0.21% (n = 410,000); further: on the % scale 0 is the no-effect control and ±100 the full control effect
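Human kidney-isoform GLS in 45 mM KH2PO4 pH 8.2, 0.02% Tween-20, with compound, started with 1mM L-Glutamine (added stock). Glutamate oxidase/HRP/Amplex red coupled fluorescence read at start and after 30 min at RT.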
* hit, by the source's call; ? = inconclusive; nt = not tested or not shown; & = joins results of further samples; ! = not active in a repeat; [ ] = another dose, or the depositor's remark. The call rests on the fitted dose curve; in most records, active means well fitted curve in the direction sought with a large enough effect; inconclusive means small, poorly fitted or top-dose-only effect, or another doubt; inactive means no such curve, though single readings can be large; an effect the other way counts as inactive or inconclusive. Potency means the concentration at half of the fitted maximal effect.

#1 CC(C)(C#CCCCCC#CC(C)(C)[N+](C)(C)C)[N+](C)(C)C
#2 O=C1NC(=O)C(=C/C=C/c2coc3ccc(Br)cc3c2=O)C(=O)N1
#3 CCCCNC(=O)Oc1c(Br)cc2sc(=O)oc2c1Br
#4 CCCCCCn1c(=O)c(C(=O)Nc2ccncc2)c(O)c2ccccc21
#5 Cn1cc2c([N+](=O)[O-])cc([N+](=O)[O-])cc2n1
#6 c1ccc(-c2[nH]c[n+](CC3CO3)c2-c2ccccc2)cc1 (stereo not given)
#7 CC(C)(C)C(=O)NC1CCSC1=O (stereo not given)
#8 O=P(O)(O)C#Cc1ccccc1

screen / no.	1	2	3	4	5	6	7	8
POLI inh	nt	nt	nt	nt	nt	nt	nt	nt
BLM helicase inh	2%	-14%	-9%	0%	-17%	-23%	0%	-1%
G9a inh	?	8.9µM*	8.9µM*	-25%[59 µM]	79µM*	7%[59 µM]	-28%	-22%[12.7 µM]
BAZ2B block	-22%	-34%	50µM*	-5%	?	?	-17%	?
GLS inhibitor	nt	nt	nt	nt	nt	nt	nt	nt

#9 CCCCCn1c(=O)c(C(=O)Nc2ccncc2)c(O)c2ccccc21
#10 O=C(Nc1cccc(Cl)c1)c1c(O)c2c(n(Cc3ccccc3)c1=O)CCCC2
#11 CC(=O)NBr
#12 C[C@@H]1O[C@H](C[N+](C)(C)C)C[C@H]1O
#13 NO
#14 NC(Cn1ccc(=O)[nH]c1=O)C(=O)O (stereo not given)
#15 CCCN1CCCC(c2cccc(O)c2)C1 (stereo not given)
#16 Nc1ncnc2c1ncn2[C@@H]1O[C@H](COP(=O)(O)CP(=O)(O)OP(=O)(O)O)[C@H](O)[C@H]1O

screen / no.	9	10	11	12	13	14	15	16
POLI inh	nt	nt	-4%[58.9 µM]	-10%[58.9 µM]	4%[58.9 µM]	-3%[58.9 µM]	6%[58.9 µM]	5%[58.9 µM]
BLM helicase inh	1%	-3%	nt	nt	nt	nt	nt	nt
G9a inh	-1%	7%	8%[59 µM]	16µM*!	47%[activator][12.7 µM]	11%[12.7 µM]	-16%[12.7 µM]	?
BAZ2B block	4%	-3%	nt	nt	nt	nt	nt	nt
GLS inhibitor	nt	nt	nt	nt	nt	nt	nt	nt

#17 NC1CC1c1ccccc1 (stereo not given)
#18 Oc1cc2c(cc1O)[C@H]1c3ccccc3CNC1CC2 (stereo not given in full)
#19 CN1CCC23CCCC[C@H]2C1Cc1ccc(O)cc13 (stereo not given in full)
#20 COc1ccc2c(c1O)-c1cccc3c1C(C2)N(C)CC3 (stereo not given)
#21 CC(=O)[C@@]1(O)CC[C@H]2C3CCC4=CC(=O)CC[C@]4(C)C3CC[C@@]21C (stereo not given in full)
#22 COc1cc([C@@H]2c3cc4c(cc3[C@H](O)C3COC(=O)[C@@H]32)OCO4)cc(OC)c1OC (stereo not given in full)
#23 NCC1OC(O[C@@H]2[C@H](O)[C@@H](OC3C(O)C(N)CC(N)C3OC3OC(CO)C(O)C(O)C3N)O[C@@H]2CO)C(N)C(O)C1O (stereo not given in full)
#24 C[C@@H]1O[C@H](C[N+](C)(C)C)CS1

screen / no.	17	18	19	20	21	22	23	24
POLI inh	-12%[58.9 µM]	?	3%[58.9 µM]	-2%[58.9 µM]	6%[58.9 µM]	11%[58.9 µM]	1%[58.9 µM]	-10%[58.9 µM]
BLM helicase inh	nt	nt	nt	nt	nt	nt	nt	nt
G9a inh	36%[activator][59 µM]	0.5µM*	24%[12.7 µM]	12%[12.7 µM]	3%[12.7 µM]	-8%[59 µM]	11%[12.7 µM]	2µM*
BAZ2B block	nt	nt	nt	nt	nt	nt	nt	nt
GLS inhibitor	nt	nt	nt	nt	nt	nt	nt	nt

#25 N[C@H](CCCCCP(=O)(O)O)C(=O)O
#26 CN1CCN(c2ccc3ccccc3n2)CC1
#27 COc1ccc2c(c[n+](C)c3c4cc5c(cc4ccc23)OCO5)c1OC
#28 CCCN(CCC)[C@@H]1CCc2ccc(O)cc2C1
#29 NCCCCN=C(N)N
#30 C[C@H](Cc1ccc2c(c1)OC(C(=O)O)(C(=O)O)O2)NC[C@H](O)c1cccc(Cl)c1
#31 CCC1(C)CC(=O)NC1=O (stereo not given)
#32 CCOC(=S)SSC(=S)OCC

screen / no.	25	26	27	28	29	30	31	32
POLI inh	10%[58.9 µM]	6%[58.9 µM]	?	10%[58.9 µM]	4%[58.9 µM]	-2%[58.9 µM]	-9%[58.9 µM]	nt
BLM helicase inh	-5%&-3%	-8%	-8%&-10%	1%	3%&-7%	-3%	-6%	2%
G9a inh	51%[activator][12.7 µM]	?	17µM*	?	29%[12.7 µM]	-4%[59 µM]	28%[12.7 µM]	?
BAZ2B block	nt	nt	nt	nt	nt	nt	nt	nt
GLS inhibitor	nt	nt	nt	nt	nt	nt	nt	8%

#33 CNC(C)Cc1ccccc1OC (stereo not given)
#34 NC(=S)N/N=C/c1cccnc1
#35 C[C@H]1CN(C2CCC(C#N)(c3ccc(F)cc3)CC2)CC[C@@]1(C(=O)O)c1ccccc1 (stereo not given in full)
#36 C=CCN1CC[C@]23c4c5ccc(O)c4O[C@H]2[C@@H](O)C=C[C@H]3[C@H]1C5
#37 NC(Cc1ccc(Oc2cc(I)c(O)c(I)c2)c(I)c1)C(=O)O (stereo not given)
#38 NCC(O)c1cccc(O)c1 (stereo not given)
#39 CC(C)=CC1C(C(=O)OCc2coc(Cc3ccccc3)c2)C1(C)C (stereo not given)
#40 CN1CCc2cc(Cl)c(O)cc2[C@H]2c3ccccc3CC[C@@H]21

screen / no.	33	34	35	36	37	38	39	40
POLI inh	nt	nt	nt	nt	nt	nt	nt	nt
BLM helicase inh	4%&-4%	1%	4%[21.4 µM]	0%	?	2%	-3%	-5%
G9a inh	6%[59 µM]	6%[12.7 µM]	25%[21.5 µM]	?	?	-4%[12.7 µM]	17%[12.7 µM]	-29%[12.7 µM]
BAZ2B block	nt	nt	nt	nt	nt	nt	nt	nt
GLS inhibitor	-6%	36%[activator]	-9%[20 µM]	47%[activator]	?	40%[activator]	0%	24%

Compounds 1 through 6, reprinted for reference:
#1 CC(C)(C#CCCCCC#CC(C)(C)[N+](C)(C)C)[N+](C)(C)C
#2 O=C1NC(=O)C(=C/C=C/c2coc3ccc(Br)cc3c2=O)C(=O)N1
#3 CCCCNC(=O)Oc1c(Br)cc2sc(=O)oc2c1Br
#4 CCCCCCn1c(=O)c(C(=O)Nc2ccncc2)c(O)c2ccccc21
#5 Cn1cc2c([N+](=O)[O-])cc([N+](=O)[O-])cc2n1
#6 c1ccc(-c2[nH]c[n+](CC3CO3)c2-c2ccccc2)cc1 (stereo not given)

screen / no.	1	2	3	4	5	6
POLI inh	nt	nt	nt	nt	nt	nt
BLM helicase inh	2%	-14%	-9%	0%	-17%	-23%
G9a inh	?	8.9µM*	8.9µM*	-25%[59 µM]	79µM*	7%[59 µM]
BAZ2B block	-22%	-34%	50µM*	-5%	?	?
GLS inhibitor	nt	nt	nt	nt	nt	nt

(listing goes on)
#41 CN1C[C@@H](NS(=O)(=O)N(C)C)C[C@@H]2c3cccc4c3c(cn4C)C[C@H]21
#42 Oc1ccc2[nH]cc(CCCCN3CC=C(c4ccccc4)CC3)c2c1
#43 C[C@]12CC[C@H]3[C@@H](CC[C@@]45O[C@@H]4C(=O)C(C#N)C[C@]35C)[C@@H]1CC[C@@H]2O (stereo not given in full)
#44 CCC1(C)CC(=O)NC(=O)C1
#45 C[C@]12CC[C@@H]3[C@@H](CCC4=CC(=O)CC[C@@H]43)[C@@H]1CC[C@@H]2OC(=O)CCc1ccccc1
#46 C=C1CC[C@H](O)C/C1=C/C=C1\CCC[C@]2(C)[C@@H]([C@H](C)CCCC(C)C)CC[C@@H]12
#47 Cc1ncsc1CCCl
#48 O=C(OCCN1CCCCC1)C(O)(c1ccccc1)c1ccccc1

screen / no.	41	42	43	44	45	46	47	48
POLI inh	nt	nt	nt	nt	nt	nt	nt	nt
BLM helicase inh	2%	-8%	4%	3%[21.4 µM]	-11%	-12%&-20%	0%&-7%	2%
G9a inh	?	?	-21%[12.7 µM]	35%[21.5 µM]	29%[59 µM]	16µM*!	24µM*!	?
BAZ2B block	nt	nt	nt	nt	nt	nt	nt	nt
GLS inhibitor	36%[activator]	15%	19%	9%[20 µM]	-3%	2%	-2%	8%

#49 Nc1ccccc1C(=O)O
#50 CC(=O)OC1CN2CCC1CC2 (stereo not given)
#51 O=C(O)c1ccccc1-c1c2cc(Br)c(=O)cc-2oc2[c]([Hg])c(O)c(Br)cc12
#52 CCCCCC(O)C1C(=O)OC(C)C(O)\C=C/C=C\C=C/C=C\C=C(\C)C(O)C(O)C(O)CC(O)CC(O)CC(O)CC(O)CC1O (stereo not given)
#53 Clc1ccc([C@H](Cn2ccnc2)OCc2csc3c(Cl)cccc23)c(Cl)c1
#54 CC(C)(O/N=C(\C(=O)N[C@@H]1C(=O)N2C(C(=O)[O-])=C(C[n+]3ccccc3)CS[C@@H]12)c1csc(N)n1)C(=O)O
#55 NC(=O)C(c1ccccc1)(c1ccccc1)[C@@H]1CCN(CCc2ccc3c(c2)CCO3)C1
#56 O=C(N/N=C/c1ccc([N+](=O)[O-])o1)c1cc([N+](=O)[O-])cc([N+](=O)[O-])c1O

screen / no.	49	50	51	52	53	54	55	56
POLI inh	nt	nt	nt	nt	nt	nt	nt	nt
BLM helicase inh	-11%	-1%	16µM*	6%	5%[21.4 µM]	7%[21.4 µM]	-2%	-18%
G9a inh	14%[59 µM]	6%[59 µM]	0.89µM*	-20%[12.7 µM]	-26%[21.5 µM]	?	-35%[12.7 µM]	?
BAZ2B block	nt	nt	nt	nt	nt	nt	nt	nt
GLS inhibitor	5%	2%	-20%[20 µM]	28µM*!	-15%[20 µM]	?	27%	13%

#57 O=C1C[C@@H]2OCC=C3CN4CC[C@]56c7ccccc7N1[C@@H]5[C@@H]2[C@H]3C[C@H]46 (tested in a mixture with another compound)
#58 c1ccc(C2(c3ccccc3)CC2C2=NCCN2)cc1 (stereo not given)
#59 [O]=[Cr](=[O])([OH])[O][Cr](=[O])(=[O])[OH]
#60 CC(=O)[C@H]1CC[C@H]2[C@@H]3CC[C@H]4C[C@](C)(O)CC[C@]4(C)[C@H]3CC[C@]12C
#61 O=Cc1ccco1
#62 COC1CC(=C(c2cccs2)c2cccs2)C[N+](C)(C)C1 (stereo not given)
#63 Cc1cccc(C(=O)O)c1O
#64 CC1CC[C@@]2(NC1)OC1CC3C4CC[C@@H]5CC(O)CC[C@@]5(C)C4CC[C@]3(C)C1C2C (stereo not given in full)
#65 O=C1OC(c2cc(I)c(O)c(I)c2)(c2cc(I)c(O)c(I)c2)c2ccccc21
#66 Clc1ccc(CS[C@@H](Cn2ccnc2)c2ccc(Cl)cc2Cl)cc1

screen / no.	57	58	59	60	61	62	63	64	65	66
POLI inh	nt	nt	nt	nt	nt	nt	nt	nt	nt	nt
BLM helicase inh	-3%	-2%	1µM*	-1%	-1%	-9%	5%	-8%	?	1%[21.4 µM]
G9a inh	9%[59 µM]	23%[59 µM]	1%[59 µM]	7.9µM*!	14%[59 µM]	-9%[12.7 µM]	-27%[2.33 µM]	-6%[2.33 µM]	7.1µM*	-12%[21.5 µM]
BAZ2B block	nt	nt	nt	nt	nt	nt	nt	nt	nt	nt
GLS inhibitor	-3%	-1%	-8%&-29%	-12%	-2%	0%	21%	0%	25µM*	-4%[20 µM]

Look-ups from the list.
For G9a inh, cpd 62 has -9%[12.7 µM]
For G9a inh, cpd 65 has 7.1µM*
For G9a inh, cpd 66 has -12%[21.5 µM]
For BLM helicase inh, cpd 59 has 1µM*

Not all compounds are listed (hit frequency here may not be typical).
